# Bioassay records from PubChem.
# STK33 inh: human STK33 kinase inhibition; 320,000 tested, 0.073% active; purified STK33, MBP phosphorylation, ADP-Glo luminescence; Q9BYT3; inhibition, % at 10 µM;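 active means inhibition at or above 25%, using the most active replicate where run in duplicate; inactive means inhibition below 25%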
# Kir21 inh: inhibitors of mouse Kir2.1 inward-rectifier potassium channel. P35561. B-score at 10 µM. 310,000 tested, 0.85% active. HEK293-Kir2.1, FluxOR thallium flux fluorescence; stronger effect = lower value;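 active means fluorescence ratio B-score at or below minus 3 SD of library scores, with starting-brightness B-score within 2 SD, cut at about -4.2 in these data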;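 further: channel flux triggered by added potassium and thallium sulfate stimulus; B-score of peak minus minimum fluorescence over baseline after thallium stimulus; more negative B-score means stronger Kir2.1 block with less thallium influx; some compounds called inactive have numbers as strong as hits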
# KCNQ2 inh: KCNQ2 channel blockers in CHO-K1 cells – cell-based, FluxOR thallium flux, B-score, primary screen (AID 2156) | 20 min; stronger effect = lower value | O88943 | B-score at 10 µM | 310,000 tested, 1.1% active;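 active means fluorescence ratio B-score at most minus 3 library SDs, with starting brightness B-score within 2 library SDs, cut at about -5.5 in these data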
# Target sequence (O88943 whole entry, looked up): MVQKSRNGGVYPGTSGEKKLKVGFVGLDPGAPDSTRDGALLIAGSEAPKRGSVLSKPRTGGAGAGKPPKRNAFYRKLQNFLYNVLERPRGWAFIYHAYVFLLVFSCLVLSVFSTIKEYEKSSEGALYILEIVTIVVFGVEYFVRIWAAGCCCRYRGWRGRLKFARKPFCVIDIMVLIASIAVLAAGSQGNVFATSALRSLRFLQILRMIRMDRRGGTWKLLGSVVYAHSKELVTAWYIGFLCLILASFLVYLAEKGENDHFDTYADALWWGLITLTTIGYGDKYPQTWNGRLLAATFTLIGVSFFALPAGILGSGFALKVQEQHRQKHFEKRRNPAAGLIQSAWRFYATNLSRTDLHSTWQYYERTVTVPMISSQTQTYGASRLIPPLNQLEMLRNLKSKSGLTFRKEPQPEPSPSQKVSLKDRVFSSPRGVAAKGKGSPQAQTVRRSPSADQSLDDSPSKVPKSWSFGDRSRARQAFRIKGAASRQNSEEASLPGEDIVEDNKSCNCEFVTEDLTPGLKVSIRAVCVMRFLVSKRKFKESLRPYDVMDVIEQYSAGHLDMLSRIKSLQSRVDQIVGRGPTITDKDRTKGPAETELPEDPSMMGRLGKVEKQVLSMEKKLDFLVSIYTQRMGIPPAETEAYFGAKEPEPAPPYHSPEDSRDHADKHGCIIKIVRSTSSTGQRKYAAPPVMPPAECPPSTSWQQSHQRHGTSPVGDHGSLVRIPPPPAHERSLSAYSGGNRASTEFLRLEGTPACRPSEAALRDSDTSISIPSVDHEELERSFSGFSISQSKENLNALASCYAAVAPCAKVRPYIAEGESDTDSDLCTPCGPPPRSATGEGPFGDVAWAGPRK
# * hit, by the source's call; i = inactive; x = no result given.
# Each structure is followed by: STK33 inh, Kir21 inh, KCNQ2 inh
- O=C1CCCc2ccccc2N1Cc1ccccc1Cl
→ -2.4, -3.1, i
- N#Cc1ccc2c(c1)nnn2-c1ccccc1
→ 0.0, -1.1, i
- COc1ccc2c(c1OC)C(=O)OC2Nc1ncc(Br)cc1Br (stereo not given)
→ 1.1, 1.1, i
- CC(=O)N1CCN(c2ccc(NC(=O)c3ccc4c(c3)OCCO4)cc2)CC1
→ 0.2, 2.5, i
- Cc1cc(C)cc(NC(=O)N(C)Cc2ccccc2)c1
→ -0.7, -0.13, i
- O=C1c2ccccc2C(=O)N1CCc1nc(-c2ccncc2)no1
→ -0.2, 0.63, i
- CCc1noc(C)c1C(=O)Nc1ccc(F)c(F)c1
→ 0.9, -0.37, i
- COCC1CCN(C(=O)c2oc3c(F)cccc3c2C)C1 (stereo not given)
→ -1.0, 0.6, i
- O=C(O)c1ccc(NCc2nc3ccccc3n2Cc2ccccc2F)cc1
→ -2.1, -0.78, i
- COc1cc(CNc2nc3ccccc3s2)cc(OC)c1OC
→ -3.1, -0.39, i
- Cc1ccc(NS(=O)(=O)c2ccc(C(=O)N3CCOCC3)cc2)cc1
→ x, 0.56, i
- CCN(C(=O)COc1nc(C)cc(C)c1C#N)c1ccccc1
→ x, -0.2, i
- COc1cccc(NS(=O)(=O)Cc2ccccc2)c1
→ -2.3, 0.41, i
- CC(=O)c1cccc(NC(=O)C2CC(=O)N(CCc3ccccc3)C2)c1 (stereo not given)
→ 0.1, -0.03, i
- C/C(=N\NC(=O)COc1cccc2ccccc12)c1cccs1
→ 1.7, 0.17, i
- Cc1cccnc1NC(=O)c1ccc2c(c1)OCCO2
→ -1.6, -0.34, i
- CC1CN(C(=O)c2cc(S(=O)(=O)N3CCCC3)ccc2Cl)CC(C)O1 (stereo not given)
→ x, -0.45, i
- C[C@H](NC(=O)c1[nH]cnc1C(=O)Nc1ccc(CNC(=O)OC(C)(C)C)cc1)C(=O)OCc1ccccc1
→ -0.8, -0.37, i
- CC(NCCS(=O)(=O)c1ccc(Cl)cc1)c1cccc(Cl)c1 (stereo not given)
→ -0.7, -13*, i
- CC1CCN(C(=O)Nc2cccc(NC(=O)N3CCC(C)CC3)c2)CC1
→ 0.6, 1.2, i
- CN1CCN(C(=O)C2CCN(c3ncc(C(F)(F)F)cc3Cl)CC2)CC1
→ 0.5, 1.8, i
- C1CCN(Cc2nnnn2C2CCCC2)CC1
→ -0.5, 0.71, i
- CCOCCSc1nc2c(c(-c3cccs3)c1C#N)CC/C2=C/c1cccs1
→ -2.7, -3.3, i
- O=c1c(C(c2ccc(Cl)cc2)c2c(O)nc3n(c2=O)CCCS3)c(O)nc2n1CCCS2
→ 1.9, -1.1, i
- CCOC(=O)C1=C(C)NC(=S)NC1c1ccc(OC(=O)c2ccco2)cc1 (stereo not given)
→ -0.4, -4.1, i
- Cc1ccc2c(c1)c1c(n2CC(O)Cn2nc(C)c(Br)c2C)CCCC1 (stereo not given)
→ 1.1, 0.85, i
- O=[N+]([O-])c1ccccc1Oc1ncccc1[N+](=O)[O-]
→ 0.4, 0.21, i
- COC(=O)c1ccc(C(=O)NC2CCCc3c2cnn3-c2cc(F)cc(F)c2)nc1 (stereo not given)
→ -0.3, -0.68, i
- COC(=O)c1ccc(NC(C)C(=O)OC)c([N+](=O)[O-])c1 (stereo not given)
→ -0.7, 1.1, i
- CN1CCN(CC(=O)N/N=C\c2c[nH]c3ccccc23)CC1
→ 0.7, -0.05, i
- NS(=O)(=O)c1ccc(NC(=O)CN2C(=O)c3ccccc3C2=O)cc1
→ -1.3, 1.1, i
- CC1=C(C(=O)N2CCOCC2)C(c2ccc(OC(F)F)cc2)NC(=S)N1c1ccccc1 (stereo not given)
→ -0.1, -0.03, i
- Cc1cc(NC(=O)CSc2nc3sc(C)c(C)c3c(=O)n2C2CCCC2)no1
→ -1.1, 0.49, i
- O=C(CCn1nnc2ccccc21)N1CCC(O)(c2cccc(F)c2)CC1
→ -2.1, 1.6, i
- O=C(OCCN1CCCCC1)c1ccccc1Br
→ -0.4, -0.15, i
- O=C(Cc1cccs1)Nc1ccc(F)cc1
→ -0.4, 0.05, i
- COc1ccc(CCNC(=O)C2CCCN(S(=O)(=O)c3ccc(F)cc3)C2)cc1 (stereo not given)
→ -0.8, 0, i
- COc1cccc(-c2n[nH]c(=S)n2Cc2ccco2)c1OC
→ 3.1, -1.1, i
- CNc1nc(N)c([N+](=O)[O-])c(Nc2ccccc2OC)n1
→ 2.9, 0.77, i
- Cc1ccc(S(=O)(=O)N2CCOCC2)cc1C(=O)Nc1ccccn1
→ 1.6, -0.64, i
- O=C(Cn1c(C(=O)NCc2ccco2)cc2sccc21)c1ccccc1
→ -1.4, -0.78, i
- C=CCN1C(=O)CN=C1Nc1ccccc1
→ -1.2, -0.91, i
- Cn1c(=O)c2c(-c3ccccc3)n(N3CCOCC3)cc2n(C)c1=O
→ 0.4, -1.6, i
- O=C(OC1CCN(c2ccc([N+](=O)[O-])cc2)CC1)c1ccccc1
→ -0.9, 1.9, i
- O=C(NNC(=O)c1cccs1)c1ccc(Cl)c(Cl)c1
→ 0.4, 1.7, i
- CCn1cc(C(=O)NCc2ccncc2)c(=O)c2cc(F)c(N3CCN(C(=O)c4ccco4)CC3)cc21
→ 0.0, -0.2, i
- CCC1(C)Cc2c(sc3nc(NC)n(C)c(=O)c23)CO1 (stereo not given)
→ 2.1, 0.61, i
- Cc1ccc(C)c(N(CC(=O)Nc2cc(Cl)ccc2Oc2ccccc2)S(C)(=O)=O)c1
→ -0.7, 0.57, i
- Cc1ccc(NC(=O)CN2CCN(C)CC2)cc1Br
→ x, 0.89, i
- O=C(/C=C/c1ccc(Cl)cc1)N(Cc1ccccc1)c1ccccn1
→ -2.6, 0.87, -8.3*
- CC(=O)N1CCc2cc(N=NC3=C(O)CC(C)(C)CC3=O)ccc21
→ -1.4, -0.18, i
- Cc1cccc(NC(=O)CC2(CC(=O)O)CCCC2)c1
→ 0.1, -1.5, i
- Cc1cc(C)nc(CCNC(=O)CC2C(=O)NCCN2Cc2ccccc2)n1 (stereo not given)
→ 1.3, 0.42, i
- CC1=C(C(=O)OCc2ccccc2)C(c2ccccc2OS(=O)(=O)c2ccc([N+](=O)[O-])cc2)NC(=O)N1CCCC(=O)O (stereo not given)
→ -0.6, 0, i
- C=CCn1c(SCC(=O)Nc2ccc3c(c2)OCO3)nnc1-c1ccccc1O
→ -0.6, -2.5, i
- O=C(/C=C1\NCC2c3ccccc3CCN2C1=O)c1ccccc1 (stereo not given)
→ -4.2, 0.85, i
- Cc1cc(C)n2nc(SCC(=O)Nc3ccc(F)cc3)nc2n1
→ -1.6, 1.1, i
- CC12CCCCC1NS(=O)(=O)OC2 (stereo not given)
→ -0.9, 1.7, i
- O=C(Nc1nc2cc3c(cc2s1)OCCO3)c1ccc(N2C(=O)CCC2=O)cc1
→ -1.3, -1.6, i
- CCCCOC(=O)CSc1n[nH]c(=O)[nH]c1=O
→ 0.1, 1.7, i

# Arranged by value in Kir21 inh (smallest number first): three of the compounds above
# Each structure is followed by: STK33 inh, Kir21 inh, KCNQ2 inh
- Cc1cccnc1NC(=O)c1ccc2c(c1)OCCO2
→ -1.6, -0.34, i
- O=C(Cc1cccs1)Nc1ccc(F)cc1
→ -0.4, 0.05, i
- CC1CCN(C(=O)Nc2cccc(NC(=O)N3CCC(C)CC3)c2)CC1
→ 0.6, 1.2, i

# (more compounds)
# Each structure is followed by: STK33 inh, Kir21 inh, KCNQ2 inh
- O=C(O)Cc1ccc(NC(=O)Nc2ccc3c(c2)OCO3)cc1
→ -0.9, -0.6, i
- CNC(=O)/C(C#N)=C/c1ccc(-c2ccc(Cl)cc2)o1
→ 2.1, 0.96, i
- Cc1ccccc1S(=O)(=O)Cc1ccc(C(=O)NC2CCCCC2)o1
→ -0.2, 0.36, i
- Nc1nc(NC(=O)/C=C\C(=O)O)nn1-c1ccccc1
→ -2.0, 0.11, i
- CCOc1ccc(C2C(C#N)=C(N)N(c3sc4c(c3C#N)CCCC4)C3=C2C(=O)CCC3)cc1 (stereo not given)
→ 2.6, 0.24, i
- Cc1cccc(NC(=O)CSc2nnc(-c3cnccn3)n2Cc2ccco2)c1
→ -1.8, 1.4, i
- N#Cc1ccc(/C=C(\C(=O)C(=O)O)c2ccc3ccccc3n2)cc1
→ 0.3, -1.8, i
- CSc1nc(N)c(C#N)c(-c2ccc(Cl)cc2)c1C#N
→ -0.5, -0.04, i
- CCOC(=O)C(C(=O)N(C)C)c1ncc(C(F)(F)F)cc1Cl (stereo not given)
→ -1.6, -2.1, i
- Cn1nnc(NC(=O)c2ccc(Br)o2)n1
→ -0.1, 0.99, i
- CN(CC(=O)Nc1ccc(Cl)cc1)C(=O)c1cccc(S(=O)(=O)NCc2ccccc2)c1
→ -0.7, -0.1, i
- C/C(=N\NC(=O)C1COc2ccccc2O1)c1ccc(C)o1 (stereo not given)
→ 0.1, -1.6, i
- NC(=O)C1=C[C@H](c2csc3ccccc23)C[C@H](OCCCCO)O1
→ 0.7, -0.31, i
- CCOc1ccccc1NC(=S)NCc1ccco1
→ 0.2, 0.02, i
- CC(=O)NCCNC(=O)C1CCC(CNc2nc(=S)[nH]c3ccccc23)CC1 (stereo not given)
→ -0.8, 0.76, i
- Cc1ccc(Cn2nnc3c(=O)[nH]c(C4CCN(S(=O)(=O)c5ccc(F)cc5)CC4)nc32)cc1
→ -0.1, -0.1, i
- CC(C)C[C@H](NC(=O)c1[nH]cnc1C(=O)N[C@@H](Cc1ccccc1)C(=O)OCc1ccccc1)C(=O)OCc1ccccc1
→ -2.2, 0.04, i
- O=C(CCC(=O)Nc1nnc(C2CCCCC2)s1)Nc1ccccc1
→ -1.0, 1.9, i
- CC(=O)NC(C)C(c1cccs1)N1CCN(c2ccccc2)CC1 (stereo not given)
→ -0.1, -0.02, i
- CCOc1ccc(-c2c(C(=O)N/N=C/c3ccc(O)cc3)nnn2-c2nonc2N)cc1
→ 0.2, -0.52, i
- CCC(C)NC(=O)c1csc2c1CCCCC2 (stereo not given)
→ -1.0, 0.1, i
- O=C(Nc1ccc(S(=O)(=O)N2CCN(c3ccccc3)CC2)cc1)c1cccs1
→ -2.4, -3.4, i
- CCN(CC(=O)Nc1c(F)cccc1F)C(=O)c1ccccc1F
→ -0.9, -0.07, i
- COC(=O)[C@@H]1C[C@@H]2CC[C@@H](O)C[C@@H]2N1Cc1ccc(Cl)cc1
→ 0.0, -2.3, i
- COc1ccc(Cl)cc1NC(=O)CN(C)C(=O)c1cn(-c2ccccc2)nc1-c1cccnc1
→ -1.0, 0.7, i
- CCOC(=O)CNC(=O)N1CCc2ccc(NC(=O)c3ccccc3Cl)cc2C1
→ 0.8, 0.05, i
- COc1ccc([N+](=O)[O-])cc1NC(=O)CC1SC(=Nc2cccc(C)c2C)N(/N=C(\C)c2ccc(C)cc2)C1=O (stereo not given)
→ -0.1, 0.77, i
- O=C1CC2C(CC(OC(=O)c3ccc(-c4ccccc4)cc3)C2CO)O1 (stereo not given)
→ -2.0, -0.12, i
- CCN(CC)CCN1C(=O)C(=O)/C(=C(/O)c2c(C)[nH]c(C(=O)OC)c2C)C1c1ccccc1OC (stereo not given)
→ 4.0, -0.15, i
- Cc1ccccc1C(=O)NCCSc1ccccc1
→ 2.3, 0.05, i

# 2 entries from above in a different format:
Structure	STK33 inh	Kir21 inh	KCNQ2 inh
CCOC(=O)C(C(=O)N(C)C)c1ncc(C(F)(F)F)cc1Cl (stereo not given)	-1.6	-2.1	i
Cn1nnc(NC(=O)c2ccc(Br)o2)n1	-0.1	0.99	i

# Later entries:
# Each structure is followed by: STK33 inh, Kir21 inh, KCNQ2 inh
- CSc1nnc2c3c4c(sc3c(=O)n(-c3ccccc3)n12)CC(C)(C)OC4
→ -1.1, 0.12, i
- O=C(CN1CCN(Cc2ccccc2Cl)CC1)N/N=C/c1ccco1
→ -0.6, -0.28, i
- O=C(NCc1ccccc1)c1cc(S(=O)(=O)N2CCC3(CC2)OCCO3)ccc1F
→ 0.4, -0.1, i
- O=C1c2cccnc2C(O)N1Cc1ccco1 (stereo not given)
→ 0.0, 1.1, i
- C=CCN1C(=O)/C(=C2/Sc3ccc(OC)cc3N2C)SC1=Nc1cccc(O)c1
→ -0.1, -0.02, i
- O=C1CC2(CCN(C(=O)c3cccc(F)c3)CC2)Oc2ccccc21
→ -0.9, -0.14, i
- Cc1ccc(S(=O)(=O)N(C)C)cc1NC(=O)CSc1nc2ccccc2[nH]1
→ 1.1, -1.1, i
- O=C(Nc1ccc(Cl)c(S(=O)(=O)N2CCOCC2)c1)c1ccccc1-c1ccc(C(F)(F)F)cc1
→ x, 0.75, i
- CC(=O)Nc1cc(C)c(S(C)(=O)=O)c(C)c1
→ -1.1, 1.4, i
- NS(=O)(=O)c1ccc(N/C=C\C(=O)c2ccc3ccccc3c2)cc1
→ -0.7, 0.06, i
- C(#CC1CCCCC1)c1ccc2c(c1)COc1c3ccccc3nn1-2
→ 1.2, 1.6, i
- COc1ccc(OC)c(CNc2ccc(F)c(Cl)c2)c1
→ -0.2, -1.7, i
- CN(C)c1cccc(/C=C(\C#N)c2ccccc2)c1
→ 0.1, -0.98, -5.7*
- Cc1cccc(N2C(=O)c3cccc4c(N)ccc(c34)C2=O)c1
→ -0.3, -18, i
- CCCn1nnnc1SCC(=O)Nc1cccc(NC(=O)c2ccco2)c1
→ 0.8, -1.8, i
- O=C(N/N=C\c1ccc(Cl)cc1Cl)c1sccc1-n1cccc1
→ -1.5, 0.74, i
- O=c1ccn([C@@H]2O[C@H](CO)[C@@H](O)[C@H]2O)c(=O)[nH]1
→ -1.4, 0.43, i
